Bioassay records (PubChem)
DAX1 inh-1 – DAX1 (NR0B1) inhibition, primary screen. HEK293T StAR-luciferase reporter, SF-1/DAX-1 repression relief. inhibition, % at 6.8 µM. actives 1.1% (n = 370,000). AID 652010;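 active means inhibition above the mean over all tested compounds plus 3 SD, cut at about 3.6% in these data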;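 further: 0% = DAX-1 cells with DMSO and 100% = cells lacking DAX-1 with DMSO; higher inhibition means more luminescence from relief of DAX-1 repression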
ADAM10 inh – ADAM10 inhibition, QFRET primary screen; O14672; recombinant ADAM10, EDANS/DABCYL FRET peptide cleavage, 3 h; inhibition, % at 7 µM; actives 0.62% (n = 370,000); AID 720582;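 active means inhibition above a per-campaign cutoff equal to the mean of compounds falling between control-based bounds plus 3 SD, cut at about 20% in these data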;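 further: 0% = DMSO wells while the 100% control is not disclosed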
hgDAF-12 ag – hgDAF-12 agonism, primary luciferase screen; HEK293 GAL4-hgDAF12 UAS-luciferase reporter, agonist luminescence; normalized to butyrate control; activation, % at 6.8 µM; actives 1.8% (n = 370,000);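 active means activation above a cutoff set at the mean of all screened compounds plus 3 SD, cut at about 10% in these data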;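 further: 0% = DMSO wells and 100% = sodium butyrate wells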
sPLA2-III inh – Blocks human group III sPLA2 activity. Q9NZ20. QFRET BODIPY PC-A2 liposome hydrolysis, fluorescence. inhibition, % at 12.2 µM. actives 0.56% (n = 370,000);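 active means inhibition above mean plus 3 SD of compounds lying within the high and low control bounds, cut at about 19% in these data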;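 further: 0% = median of test compound wells and 100% = no enzyme DMSO wells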
PLCg1 inh – inhibitors of human phospholipase C gamma1. P19174. purified PLC-gamma1, fluorogenic substrate, fluorescence. inhibition, % at 12.2 µM. actives 0.84% (n = 370,000); in the data active means inhibition above about 9.5%
DAX1 inh-2 – NR0B1 (DAX1) inhibition. P51843. HEK293 Gal4-DAX1 luciferase reporter, luminescence. inhibition, % at 6.75 µM. actives 0.99% (n = 340,000). AID 504766;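 active means inhibition above the mean over all tested compounds plus 3 SD, cut at about 4.2% in these data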;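 further: 0% = DAX1-transfected cells with DMSO and 100% = empty-vector control cells with DMSO; inhibition shows as a rise in luminescence from relieved DAX1 repression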
hcDAF-12 act – activators of H. contortus DAF-12 nuclear receptor; HEK293 hcDAF-12 lit1-tk-luc reporter, luminescence; 0% DMSO, 100% Δ7-dafachronic acid; activation, % at 6.8 µM; actives 1.4% (n = 370,000); AID 652067;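 active means activation above the mean of all tested compounds plus 3 SD, cut at about 5.5% in these data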;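 further: 100% = response to 3 µM Δ7-dafachronic acid high control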
ssDAF-12 act – activates DAF-12 receptor from parasite S. stercoralis; activation, % at 6.8 µM; actives 1% (n = 370,000); HEK293 ssDAF-12/GRIP1 lit1-tk-luc reporter, luminescence; % of 3 µM dafachronic acid response;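 active means activation above the mean over all tested compounds plus 3 SD, cut at about 0.9% in these data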;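 further: 0% = DMSO-only wells and 100% = 3 µM delta7-dafachronic acid wells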
ADAM17 inh – inhibitors of human ADAM17; P78536; recombinant ADAM17, EDANS/DABCYL FRET peptide cleavage; inhibition, % at 6.95 µM; actives 0.83% (n = 370,000); AID 720648;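 active means inhibition above the mean of compounds lying between control limits plus 3 SD, set per campaign, cut at about 8.5% in these data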;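 further: 0% = DMSO-only wells as the low control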
PLCb3 inh – PLC-beta3 (human) inhibition, primary screen | Q01970 | Purified PLC-beta3, fluorogenic substrate, fluorescence | inhibition, % at 12.2 µM | actives 0.18% (n = 370,000) | AID 720704; in the data active means inhibition above about 11%;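 further: 0% = median of compound wells on plate and 100% = full blocker control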
Target sequence (Q01970 whole entry, looked up): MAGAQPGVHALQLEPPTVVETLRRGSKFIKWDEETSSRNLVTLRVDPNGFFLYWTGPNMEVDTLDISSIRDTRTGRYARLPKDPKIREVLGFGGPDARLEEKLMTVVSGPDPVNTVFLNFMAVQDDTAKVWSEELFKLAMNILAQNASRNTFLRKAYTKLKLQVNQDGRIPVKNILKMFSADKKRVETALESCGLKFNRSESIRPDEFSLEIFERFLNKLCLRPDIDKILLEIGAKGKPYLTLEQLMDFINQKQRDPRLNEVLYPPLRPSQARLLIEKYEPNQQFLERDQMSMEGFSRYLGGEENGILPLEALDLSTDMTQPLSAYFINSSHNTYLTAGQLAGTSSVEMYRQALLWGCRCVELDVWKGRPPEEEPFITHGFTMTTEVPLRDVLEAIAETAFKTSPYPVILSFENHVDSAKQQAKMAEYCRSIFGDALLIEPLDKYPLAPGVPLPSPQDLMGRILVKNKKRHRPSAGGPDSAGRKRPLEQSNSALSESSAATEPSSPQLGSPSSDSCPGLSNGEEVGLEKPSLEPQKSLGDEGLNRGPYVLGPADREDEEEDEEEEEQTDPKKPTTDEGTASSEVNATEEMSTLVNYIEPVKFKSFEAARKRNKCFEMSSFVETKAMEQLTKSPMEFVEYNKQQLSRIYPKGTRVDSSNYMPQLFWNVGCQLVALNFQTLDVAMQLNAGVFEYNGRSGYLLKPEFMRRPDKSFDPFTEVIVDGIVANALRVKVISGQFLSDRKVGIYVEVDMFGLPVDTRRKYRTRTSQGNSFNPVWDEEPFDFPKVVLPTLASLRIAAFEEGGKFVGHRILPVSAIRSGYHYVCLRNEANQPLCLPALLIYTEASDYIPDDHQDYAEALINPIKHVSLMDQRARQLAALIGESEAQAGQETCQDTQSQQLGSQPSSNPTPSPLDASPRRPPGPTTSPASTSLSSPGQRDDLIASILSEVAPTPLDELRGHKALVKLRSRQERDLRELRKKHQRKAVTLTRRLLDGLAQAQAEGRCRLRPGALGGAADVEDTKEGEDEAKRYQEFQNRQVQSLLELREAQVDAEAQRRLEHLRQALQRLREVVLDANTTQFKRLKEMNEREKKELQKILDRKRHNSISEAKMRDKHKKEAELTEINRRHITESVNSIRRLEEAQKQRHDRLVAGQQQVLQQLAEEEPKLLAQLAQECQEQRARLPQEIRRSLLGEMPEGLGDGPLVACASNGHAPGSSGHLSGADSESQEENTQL
GAA850 FXN act – frataxin GAA850 promoter activation; HEK293 lucGAA850 FXN promoter luciferase reporter, 24 h; percent of 10 µM SAHA response; activation, % at 6 µM; actives 0.56% (n = 360,000); AID 540364;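 active means activation above the average of all compounds screened plus 3 SD, cutoff fixed separately per campaign, cut at about 7.5% in these data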;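 further: 0% = DMSO wells and 100% = 10 µM SAHA wells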
Numbers without * were called inactive; i = inactive; . = not tested or not shown.

no.	molecule	ssDAF-12 act	ADAM10 inh	DAX1 inh-2	PLCg1 inh	DAX1 inh-1	PLCb3 inh	sPLA2-III inh	hcDAF-12 act	ADAM17 inh	hgDAF-12 ag	GAA850 FXN act
1	CCC(=O)Nc1ccc(C(=O)N/N=C/c2cc(Br)c(OC)cc2OC)cc1	1.9*	-3	-0.2	-6	0.1	-2	-1	5.1	1	1.3	0.4
2	COc1cc(OC)cc(-c2cc3cc(F)ccc3cn2)c1	-0.9	-10	0.0	-8	0.7	-7	-5	1.8	-6	5.9	8.0*
3	C[C@@H]1CN([C@H](C)CO)C(=O)CCCn2nncc2CO[C@@H]1CN(C)S(=O)(=O)c1ccccc1C#N	-0.2	-13	-1.6	0	0.5	-1	7	-1.2	3	2.6	-1.2
4	CCn1c(SCC(=O)N2CCc3ccccc3C2)nc2sc(C)c(C)c2c1=O	-0.4	13	-0.9	5	0.3	5	-3	-2.2	3	0.3	1.3
5	O=C(CN1CCc2ccccc2C1)NCc1ccco1	-0.3	-12	1.8	-4	-0.3	-5	1	1.3	-8	1.7	-2.3
6	O=C1c2ccccc2CCCC12N=NCC2c1cccc2ccccc12 (configuration not stated)	-0.9	10	-0.1	5	-0.5	-3	-8	-1.7	2	0.2	0.1
7	COc1ccc(CCNC(=O)CSC(=O)c2ccccc2)cc1OC	-2.0	-2	0.1	2	-0.2	-1	-3	-1.8	-1	0.8	1.1
8	CC(=O)c1c(C)[nH]c(C(=O)NCc2cccc(Cl)c2)c1C	-2.6	1	0.2	3	-1.6	-9	-5	-0.2	5	-1.5	0.1
9	COc1cccc(-c2csc(N3CCN(C(=O)C4CCCCC4)CC3)n2)c1	-1.4	8	-0.7	0	0.3	-1	-1	-1.7	0	0.3	-0.1
10	O=C(COC(=O)c1ccccn1)NCCCc1ccccc1	-0.7	-4	1.1	1	0.2	-1	0	-1.7	-3	3.7	2.1
11	COc1ccc(CCNC(=O)CNC(=O)c2ccc3c(c2)OCO3)cc1OC	-0.5	-9	1.8	0	-0.2	-5	0	-0.5	-2	0.6	0.3
12	CCN(c1cccc(C)c1)S(=O)(=O)c1c(C)[nH]c(C)c1C(=O)N1CCCCC1	-0.8	-6	-0.1	-3	0.3	-6	1	-0.7	-6	-1.6	-0.7
13	Cc1ccc(C(=O)N2CCN(c3nc4ccccc4n3C)CC2)cc1	-0.9	7	-0.8	4	-0.4	1	-2	-2.4	1	-3.5	3.4
14	CCc1ccc(/C=C\C(=O)N2CCc3ccccc3C2)cc1	-0.8	6	1.2	2	-0.4	-2	-11	-1.1	0	2.0	0.7
15	Cc1ccc(S(=O)(=O)N2CCCCC2)cc1NC(=O)CNCc1ccco1	-1.0	-7	-0.1	2	-0.2	-3	-1	-1.1	-3	0.5	0.2
16	CC(C)NC(=O)CN1C(=O)CSc2ccc(S(=O)(=O)N3CCCC3)cc21	-1.3	-2	0.6	-2	-1.1	-5	-2	-1.7	-1	-0.2	0.4
17	Cc1ccc(/C(O)=C2/C(=O)C(=O)N(CC(=O)O)C2c2ccc([N+](=O)[O-])cc2)cc1 (configuration not stated)	-1.0	-3	-0.9	-17	0.3	-25	12	0.3	-3	0.3	-1.6
18	O=C(NC1CCSC1=O)C1CC(=O)N(c2ccc(F)cc2)C1 (configuration not stated)	-1.0	-11	1.1	0	0.0	-1	3	-1.9	-2	-0.5	0.2
19	O=[N+]([O-])c1cccc(COc2cccc(CN3CCOCC3)c2)c1	-0.7	-8	0.1	-1	-0.5	-2	3	-0.6	-3	8.6	2.7
20	CCOc1ccc(C(=O)CCC(=O)N(CC)CC(=O)NCc2cccs2)cc1	-1.2	-8	0.7	-5	-2.2	5	3	0.4	3	-1.1	-0.3
21	COc1ccc(C(=O)COC(=O)c2cc(=O)c3ccccc3o2)cc1	0.3	-5	1.2	4	2.7	3	12	0.6	-5	-2.9	0.9
22	CC(C(=O)Nc1nc(-c2ccc(F)c(F)c2)cs1)N1C(=O)C2CC=CCC2C1=O (configuration not stated)	-1.6	-20	-1.4	5	1.0	-5	-3	-1.0	1	-2.2	-0.8
23	O=C(CCn1c(=O)[nH]c2ccsc2c1=O)N1CCN(c2cccc(Cl)c2)CC1	-1.2	-5	-0.6	3	0.2	1	-4	-0.5	-3	-1.2	-2.0
24	O=C(Nc1ncc(Br)s1)C1CCCN1S(=O)(=O)c1cccc2cccnc12 (configuration not stated)	-1.1	0	2.9	1	-0.2	-1	9	-0.7	-1	3.5	0.9
25	CNC(=O)c1ccc(-c2ccc(OC)cc2)s1	-0.3	i	2.1	i	2.9	i	-2	4.9	i	10.0	5.8
26	Cc1cc(C)cc(-c2nnc(SCC(=O)Nc3cc(C)on3)o2)c1	-0.5	-3	-0.5	-6	2.1	-10	-7	-0.3	-8	1.8	2.2
27	CN(C)CCCN(C(=O)c1ccc(S(=O)(=O)N2CCCCCC2)cc1)c1nc2ccc(F)cc2s1	-0.8	-6	-0.3	1	1.9	-6	-8	-1.3	0	-0.6	1.9
28	Cc1nnc(NC(=O)CSc2nnc(CC(=O)Nc3ccccc3F)n2C)s1	-1.4	1	0.5	1	0.2	-3	-6	0.8	2	0.6	2.1
29	CCN(C(=O)COC(=O)/C=C/c1c(C)nn(-c2ccccc2)c1C)C1CCS(=O)(=O)C1 (configuration not stated)	-1.7	-9	0.5	4	0.1	-9	8	-1.7	-4	0.3	1.1
30	O=C1N(c2cccc(Cl)c2)C(c2ccc(Cl)cc2)N2CCCN12 (configuration not stated)	-0.6	5	0.2	3	0.3	3	-5	0.6	7	-2.4	0.5
31	CCN(CC)S(=O)(=O)c1cc([N+](=O)[O-])ccc1NNC(=O)Nc1ccccc1	-1.2	3	.	1	-0.2	4	-19	-0.6	0	0.4	.
32	CC(=O)c1ccc(NC(=O)CCCCCn2nnc3ccccc3c2=O)cc1	-0.8	-1	-1.3	3	-0.5	-3	-1	-2.0	-2	1.6	-0.2
33	S=c1[nH]nc(-c2ccco2)n1/N=C/C=C/c1ccco1	-1.1	-3	0.9	1	0.8	0	12	0.6	2	-1.5	-0.3
34	Cc1cc(C)c2c(=O)c(/C=C3\NC(=S)NC3=O)coc2c1	-1.7	4	.	4	0.9	-5	5	-1.5	0	-1.6	.
35	CCC(=O)c1ccc(OCC(=O)OCC(=O)NC2CCCC2)cc1	-0.7	0	0.7	5	1.6	-3	-2	0.6	0	-0.9	2.4
36	Cc1nn(C(C)C(=O)N2CCCCC2)c(=O)c2c1sc1ccccc12 (configuration not stated)	-1.1	-6	1.9	1	-0.2	1	2	0.0	-7	-0.6	-1.8
37	COC(=O)[C@]12C[C@H](CC(=O)NCCCN3CCCC3=O)C(=O)N(CCC3=CCCCC3)C1=C[C@H](C(C)C)O[C@@H]2C1CC1	-2.1	6	.	1	-0.2	3	-6	-2.1	-1	-3.1	.
38	O=C(CNC(=O)c1cccs1)NCCc1ccco1	-1.2	-30	0.6	-9	0.6	-14	15	2.2	-6	-0.4	-0.4
39	CCOC(=O)c1c(N)sc(C(=O)N2CCCC2)c1C	-0.9	5	1.1	1	0.7	-1	8	-1.3	-4	1.8	0.6
40	Cc1nc(N2CCCCCC2)c2ccccc2n1	-1.7	-1	-1.8	-9	-0.4	-20	2	-1.5	1	-2.8	1.1

Some of the entries above in another layout.
Each structure is followed by: ssDAF-12 act	ADAM10 inh	DAX1 inh-2	PLCg1 inh	DAX1 inh-1	PLCb3 inh	sPLA2-III inh	hcDAF-12 act	ADAM17 inh	hgDAF-12 ag	GAA850 FXN act
(28) Cc1nnc(NC(=O)CSc2nnc(CC(=O)Nc3ccccc3F)n2C)s1
 : -1.4	1	0.5	1	0.2	-3	-6	0.8	2	0.6	2.1
(29) CCN(C(=O)COC(=O)/C=C/c1c(C)nn(-c2ccccc2)c1C)C1CCS(=O)(=O)C1 (configuration not stated)
 : -1.7	-9	0.5	4	0.1	-9	8	-1.7	-4	0.3	1.1
(30) O=C1N(c2cccc(Cl)c2)C(c2ccc(Cl)cc2)N2CCCN12 (configuration not stated)
 : -0.6	5	0.2	3	0.3	3	-5	0.6	7	-2.4	0.5
(31) CCN(CC)S(=O)(=O)c1cc([N+](=O)[O-])ccc1NNC(=O)Nc1ccccc1
 : -1.2	3	.	1	-0.2	4	-19	-0.6	0	0.4	.

Continued.
no.	molecule	ssDAF-12 act	ADAM10 inh	DAX1 inh-2	PLCg1 inh	DAX1 inh-1	PLCb3 inh	sPLA2-III inh	hcDAF-12 act	ADAM17 inh	hgDAF-12 ag	GAA850 FXN act
41	O=C(CSc1ccccc1)Nc1ccc(Cl)c(S(=O)(=O)N2CCOCC2)c1	-1.8	-11	-0.1	2	-1.6	-1	-6	-0.6	-4	-3.6	1.6
42	COc1cccc(NC(=O)Nc2ccccc2C(N)=O)c1	-1.1	-28	-0.2	-5	-0.4	-5	6	-3.3	-9	7.4	0.9
43	O=C1c2cccnc2C(=O)N1Cc1ccc(S(=O)(=O)N2CCOc3ccccc32)cc1	-0.9	-2	-0.1	-1	-0.6	-5	7	1.4	-1	-0.1	-2.1
44	CCOCCCNC(=O)C(c1ccc(C)cc1)N1CCOCC1 (configuration not stated)	-1.7	-5	0.7	1	-0.7	0	-2	-3.3	-1	2.0	-2.1
45	CCOP(=O)(CC(C(C)=O)C(O)c1ccccc1)OCC (configuration not stated)	-1.3	-16	0.6	0	0.4	0	2	-1.1	-3	1.0	1.5
46	O=C(c1cccc(S(=O)(=O)N2CCOCC2)c1)N(Cc1ccc(F)cc1)Cc1ccco1	-0.3	5	-0.8	4	0.1	-1	-13	0.7	3	0.4	2.5
47	O=C(COC(=O)COc1ccc(Br)cc1)NCC1CCCO1 (configuration not stated)	-1.1	-2	-0.1	0	-0.8	2	0	-0.1	0	-1.0	1.7
48	Cc1ccc(S(=O)(=O)N2CCC(C(=O)OCC(=O)NCCc3ccccc3)CC2)cc1C	-1.1	-1	-1.5	-2	0.4	-6	-19	-0.1	-4	-3.3	0.8
49	COC(=O)c1ccc(CSc2nnc(NC(C)C)s2)o1	-1.2	-8	-0.2	-2	0.2	4	-2	-0.6	-1	2.0	0.0
50	COc1ccc(C)cc1S(=O)(=O)N1CCN(S(=O)(=O)c2cc(C)ccc2OC)CC1	-0.7	7	1.6	6	0.4	2	-6	-1.7	2	1.7	-0.7
51	COc1ccc(OC)c(S(=O)(=O)Nc2ccc3c(c2)N(C(C)=O)CCC3)c1	-0.8	1	-1.2	5	-0.5	-2	-5	2.2	0	-0.1	-1.1
52	Cc1ccccc1C(=O)NC1CCN(Cc2ccccc2)CC1	1.4*	2	0.2	-3	0.2	1	0	0.7	-2	0.2	0.3
53	COc1ccc(-c2[nH]ncc2CN2CCN(C(=O)c3ccco3)CC2)cc1F	-2.2	-5	0.2	-3	-1.1	-7	-2	-1.5	-3	-3.5	4.0
54	C[C@@H]1CN([C@@H](C)CO)C(=O)c2cc(Br)cnc2O[C@@H]1CN(C)C(=O)CN(C)C	-0.4	-8	0.1	-2	-1.7	-2	12	-1.4	-5	-1.1	2.2
55	O=S(=O)(Nc1ccc(-c2ccc3nncn3n2)cc1)c1ccccc1Cl	-0.6	-7	1.4	-46	0.9	-40	-4	-0.8	0	1.5	3.3
